Mac1 fbg enh: CD11b/CD18-fibrinogen binding enhancement | P05107+P11215 | K562 CD11b/CD18 adhesion to fibrinogen, ATPlite luminescence | activation, % at 10 µM | 0.07% of 93,000 active;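 active = 10 µM primary screen giving 50% or more activity, confirmed by 40% or more on retest at that dose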; also: strong numbers were not always called active; reference of the scale not given here
Target sequence (P05107 whole entry, looked up, other chains not shown): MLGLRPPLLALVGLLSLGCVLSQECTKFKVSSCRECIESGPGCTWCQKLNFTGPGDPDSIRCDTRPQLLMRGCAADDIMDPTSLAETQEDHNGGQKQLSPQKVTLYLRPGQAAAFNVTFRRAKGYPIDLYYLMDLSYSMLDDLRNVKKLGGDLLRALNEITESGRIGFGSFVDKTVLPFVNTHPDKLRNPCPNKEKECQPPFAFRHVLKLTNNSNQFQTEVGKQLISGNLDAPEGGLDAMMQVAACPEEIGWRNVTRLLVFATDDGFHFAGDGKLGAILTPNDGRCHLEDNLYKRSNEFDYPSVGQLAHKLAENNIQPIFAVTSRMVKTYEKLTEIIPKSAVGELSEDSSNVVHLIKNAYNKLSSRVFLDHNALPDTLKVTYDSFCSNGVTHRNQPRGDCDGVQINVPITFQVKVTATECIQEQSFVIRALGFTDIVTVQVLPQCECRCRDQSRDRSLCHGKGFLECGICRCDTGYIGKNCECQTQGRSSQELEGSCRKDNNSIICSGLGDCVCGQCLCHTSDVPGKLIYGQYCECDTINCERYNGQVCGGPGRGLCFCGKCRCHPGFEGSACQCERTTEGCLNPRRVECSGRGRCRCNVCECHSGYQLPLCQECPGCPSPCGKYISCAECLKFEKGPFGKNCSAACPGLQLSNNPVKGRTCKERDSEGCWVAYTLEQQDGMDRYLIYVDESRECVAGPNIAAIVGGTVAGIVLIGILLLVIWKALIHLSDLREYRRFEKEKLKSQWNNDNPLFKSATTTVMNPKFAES
CD11b adhes inh: CD11b/CD18-fibrinogen binding inhibition; P05107+P11215; inhibition, % at 10 µM; 0.54% of 93,000 active; K562 CD11b/CD18 adhesion to fibrinogen, ATPlite luminescence; Mn2+ added to activate the integrin;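 active = primary inhibition of 50% or more at 10 µM, then 40% or more on retest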; also: some results filed as inactive read as strong as hits
* = called active by the depositor. This is a subset; rates above refer to the full screens.

SMILES	Mac1 fbg enh	CD11b adhes inh
Cc1ccc(Nc2nnc(SCC(=O)NC3CCCc4ccccc43)s2)cc1 (centres undefined)	13	0
Cc1ccc(OCCC(=O)Nc2ccc(F)c(Cl)c2)cc1	-1	7
Cc1c(Cl)cccc1NC(=S)N1CCN(c2ncccn2)CC1	-1	-5
CC(=O)Nc1ccc(OC(=O)c2cc3cc(Br)ccc3oc2=O)cc1	20	-25
CCCN(CCC)c1c([N+](=O)[O-])c(=O)oc2ccccc12	3	8
O=C(NCc1cccnc1)c1ccccc1[N+](=O)[O-]	-2	2
COCCOc1ccc(C(F)(F)F)cc1NC(=O)c1ccc(C)cc1	-2	9
O=C(CSc1nnc(SCc2cccc3ccccc23)s1)N/N=C/c1c[nH]c2ccccc12	90	7
O=c1c2ccccc2c(C=Nc2ccc(S(=O)(=O)N3CCCCC3)cc2)c(O)n1-c1ccc(Cl)cn1	42	7
O=C(NC(=S)Nc1cc(C(F)(F)F)ccc1N1CCOCC1)c1sc2ccccc2c1Cl	3	0
COC(=O)Cc1ccc(NC(=S)NCc2ccccc2Cl)cc1	-2	15
C/C(=N\NC(=O)CNc1cccc(C(F)(F)F)c1)c1cccc(Br)c1	11	5
Cc1csc(NC(=O)c2cc(-c3ccccc3)nc3ccccc23)n1	8	-8
CC(C)Cc1nc2sc3c(=O)n(N)cnc3c2c2c1COC(C)(C)C2	-3	3
O=C(Nc1ccc(S(=O)(=O)Nc2nccs2)cc1)c1cc(-c2ccccc2)nc2ccccc12	22	44
CCC(=O)NC(=S)Nc1ccc(-c2nc3ccc(C)cc3s2)cc1	26	11
CC(C)N1CCc2c(sc(NC(=S)NC(=O)c3ccccc3)c2C#N)C1	3	-9
CCc1cccc(C)c1NC(=S)NCC(c1cccnc1)N1CCOCC1 (centres undefined)	-3	17
COc1ccc(NC(=O)c2cc(S(=O)(=O)NCC3COc4ccccc4O3)ccc2F)cc1 (centres undefined)	2	-4
CCOc1cc(C(=O)Nc2ccc(C)cc2C)ccc1OCC(=O)N1CCCCC1	0	-4

Another view of 5 compounds above.
Mac1 fbg enh	CD11b adhes inh	SMILES
-2	15	COC(=O)Cc1ccc(NC(=S)NCc2ccccc2Cl)cc1
-3	3	CC(C)Cc1nc2sc3c(=O)n(N)cnc3c2c2c1COC(C)(C)C2
-1	-5	Cc1c(Cl)cccc1NC(=S)N1CCN(c2ncccn2)CC1
2	-4	COc1ccc(NC(=O)c2cc(S(=O)(=O)NCC3COc4ccccc4O3)ccc2F)cc1 (centres undefined)
20	-25	CC(=O)Nc1ccc(OC(=O)c2cc3cc(Br)ccc3oc2=O)cc1

Next compounds:
SMILES	Mac1 fbg enh	CD11b adhes inh
O=C(/C=C/c1ccc(-c2ccccc2)o1)c1ccccc1	7	7
Cc1nn(-c2ccc(F)cc2)c(Cl)c1/C=C/C(=O)OCC(=O)Nc1ccc(F)cc1F	47	-27
CCc1ccc(OCC(=O)NNC(=O)Cc2cccs2)cc1	0	11
O=C(NN1C(=O)c2ccccc2NC1c1ccccn1)c1ccc([N+](=O)[O-])cc1 (centres undefined)	2	15
O=C(NC1(C(F)(F)F)NC(=O)N(c2ccccc2F)C1=O)c1ccncc1 (centres undefined)	2	-26
CCOC(=O)N1CCC(N(CCN(C)C)C(=S)Nc2cc(C)cc(C)c2)CC1	-1	0
COc1ccc(NC(=O)c2ccc(NCCCN3CCOCC3)c([N+](=O)[O-])c2)cc1	1	-10
Cc1ccc(S(=O)(=O)Nc2ccc(NC(=O)Nc3ccc(F)cc3F)cc2)cc1	-5	2
CCOc1cc(CNCCSc2nnnn2C)cc(Br)c1OCc1ccc(F)cc1	1	34
N/C(=N\OC(=O)N1CCOCC1)c1ccc(Cl)cc1	-1	-1
C/C(N)=C(/C#N)C(=O)CSc1nc2cc(Cl)ccc2c(=O)n1-c1ccc(C)cc1	28	21
O=C(NCc1ccccc1)/C(=C/c1ccc(OC(F)F)cc1)c1ccccc1	1	24
CCCN(Cc1ccccc1)C(=S)Nc1ccc(OC(F)F)cc1	1	-2
Cc1ccnc(SCC(=O)c2ccc([N+](=O)[O-])cc2)n1	-5	-1
O=C(Cn1c(/C=C/c2ccccc2)nc2ccccc21)Nc1ccc(F)cc1	16	14
OC(COCC1COc2ccccc2O1)CN1CCCCC1 (centres undefined)	5	-6
COc1ccccc1/C=C(/C(=O)OCC(=O)N(C)Cc1ccccc1)c1ccccc1	5	20
Cc1cc(C)[n+](-c2ccc(F)cc2)c2[nH]c(=O)[nH]c(=O)c12	5	-15
O=C(COC(=O)c1cccc(S(=O)(=O)NCc2ccccc2)c1)c1ccc2c(c1)OCCO2	0	44
COc1ccc(NC(=O)c2ccc3nc(-c4ccccc4)c(-c4ccccc4)nc3c2)c(OC)c1	59	-2
C=CCn1c(COc2ccccc2F)nnc1SCCN1C(=O)c2ccccc2C1=O	6	4
O=C(C1=NN[C@@H]2C(=O)N(c3ccccc3C(F)(F)F)C(=O)[C@H]12)c1ccc2ccccc2n1	1	0
O=C(NNC(=S)NC1CCCCC1)c1ccc2c(c1)OCO2	3	-3
CCc1ccc(OCC(=O)NC(NC(=S)Nc2ccccc2OC)C(Cl)(Cl)Cl)cc1 (centres undefined)	9	-14
CCc1cccc(CC)c1NC(=O)COC(=O)CC1c2ccccc2CCN1S(=O)(=O)c1ccccc1 (centres undefined)	4	-11
Cc1sc(N/N=C/c2cccs2)nc1-c1ccccc1	-2	8
CCNC(=O)CSc1nnc(-c2ccccc2Br)n1-c1cccc(C(F)(F)F)c1	7	-6
COc1cccc(C(=O)/C=C/Nc2ccc(NC(C)=O)cc2)c1	0	-5
O=C(COc1nc2ccccc2nc1N1CCOCC1)NCC(F)(F)F	10	-3
COc1ccc(Cn2c(-c3ccc(Cl)cc3)c[n+]3ccccc23)cc1	3	9
O=C(COc1cccc(F)c1)N[C@@H](Cc1ccccc1)c1nc2ccccc2[nH]1	4	-4
Cc1cccc2nc(CSc3nc4ccc([N+](=O)[O-])cc4[nH]3)c(Br)n12	7	44
NS(=O)(=O)c1ccc(CCNC(=O)CN2CCN(c3ccccc3O)CC2)cc1	0	-4
COc1ccccc1N1C(C)=CC(=C(C#N)c2nc3ccccc3s2)C=C1C	47	6
Cc1nnc(SCC(=O)c2ccccc2)n1Cc1ccccc1	8	4
O=C(/C=C/c1ccco1)Nc1ccc2nn(-c3ccccc3)nc2c1	64	0
CCN1CCN(c2ccc([N+](=O)[O-])c(Sc3nc4ccccc4[nH]3)c2)CC1	0	0
Cn1c(=O)n(C)c2cc([N+](=O)[O-])c(N3CCN(C(=O)c4cccc(Cl)c4)CC3)cc21	-6	17
O=c1c2ccccc2[nH]c(=S)n1-c1cccc(S(=O)(=O)N2CCCC2)c1	2	-5
CC(OC(=O)c1ccc([N+](=O)[O-])s1)C(=O)Nc1ncc(Cl)cc1Cl (centres undefined)	5	1
O=C(NC(=S)Nc1ccccc1N1CCOCC1)c1ccc(-c2cccc(Cl)c2)o1	-5	2
COC(=O)c1ccc(C(=O)OC)c(NC(=O)Oc2ccccc2)c1	-3	-2
CCOC(=O)C1CCCN(C(=O)/C=C/c2ccc([N+](=O)[O-])cc2)C1 (centres undefined)	3	5
O=C(Nc1cccc(S(=O)(=O)N2CCOCC2)c1)c1ccc(N2CCOCC2)c([N+](=O)[O-])c1	0	4
CCC(CO)Nc1ncc([N+](=O)[O-])cc1C#N (centres undefined)	1	1
C/C(=C\C(=O)c1ccccc1)Nc1ccc2c(c1)OCO2	0	23
O=C(Cc1ccc(Br)cc1)OCC(=O)N1CCc2ccccc2C1	-1	3
O=C(OCc1c(Cl)cccc1Cl)c1ccncc1	-6	5
CCOC(=O)c1c(NC(=O)COc2cccc3c2CCN(Cc2ccc(F)cc2)C3=O)sc2c1CCC2	-2	1
Cc1ccc(N2N=C(c3ccc(Br)cc3)CCC2=O)cc1	-1	13
Cc1nccn1CC(=O)N/N=C/c1ccc(O)c(O)c1	-4	-6
O=C(COC(=O)c1cccnc1Cl)Nc1nc(-c2ccccc2)cs1	0	27
CCc1ccc(NC(=O)C(C)OC(=O)c2ccc(N3CCCC3)c([N+](=O)[O-])c2)cc1 (centres undefined)	8	11
CCC1=[N+](CC(=O)c2ccc(C)cc2)CCn2c(C)ccc21	1	3
CCCONC(=O)Nc1ccccc1[N+](=O)[O-]	-2	-6
CN(C(=O)COC(=O)c1c2c(nc3ccccc13)/C(=C/c1cccc([N+](=O)[O-])c1)CCC2)C1CCS(=O)(=O)C1 (centres undefined)	39	26
CCCn1nc(C(=O)OCC(=O)Nc2ncc(Cl)c(C)c2Cl)c2ccccc2c1=O	20	-6
COc1cc(N/N=C/c2ccccc2O)ncn1	0	-15
CCNc1nc(NC(C)C)nc(ON=C(C)C)n1	2	0
CN(C)CCCN(Cc1ccccc1)C(=S)Nc1ccc(OC(F)F)cc1	-1	-8

Remaining list, next part.
SMILES	Mac1 fbg enh	CD11b adhes inh
CCCCCCNc1nc(-c2ccc(OC)cc2)c(CCC(=O)O)s1	6	1
CC(CC1CC(C)(C)OC1=O)C(=O)Nc1ccc([N+](=O)[O-])cc1 (centres undefined)	1	-8
Cc1ccc(-n2c(C)cc(C(=O)CSc3nnc4ccccn34)c2C)cc1	-2	23
Cc1ccccc1C(=O)N[C@H](C(=O)Nc1ccc(Cl)c(Cl)c1)C(C)C	6	44
O=C(CN1CCN(c2ccccc2)CC1)Nc1ccccc1Sc1ccccc1	3	28
N#C/C(=C\c1cccs1)C(=O)NCc1ccco1	3	0
COCCNC(=O)/C(C#N)=C/c1cccc(NC(=O)c2ccccc2Cl)c1	2	12
O=C(CSc1ccc(Cl)cc1)Nc1cc(-c2nc3ncccc3o2)ccc1Cl	41	-4
O=C(NCC1CCCO1)C(c1cccs1)N(Cc1ccccc1)C(=O)c1ccc(-c2ccccc2)[nH]1 (centres undefined)	1	16
COc1ccc(-c2nn(-c3ccccc3)cc2CNC(=O)c2cccc([N+](=O)[O-])c2)cc1	7	6
COc1ccc(C2CC(c3ccc(Br)cc3)=NN2C(=O)c2cccnc2)cc1 (centres undefined)	5	4
COc1ccc(NC(=O)c2cn(CCC#N)nc2-c2cccs2)cc1	-1	4
COc1ccc([N+](=O)[O-])cc1NC(=O)C(C)Sc1ccccc1 (centres undefined)	0	-18
Cc1nn2c(SCC(=O)c3cccs3)cc(C(C)(C)C)nc2c1-c1ccccc1	2	8
CC(C)=CC[N+]1(C)CCCCC1	3	-5
O=c1c2c3c(sc2nc(NCCO)n1Cc1ccco1)CCCCC3	0	4
COc1ccccc1NC(=O)c1ccc(COc2ccc3c(c2)CCC3)cc1	18	-13
O=C1/C(=C/c2cccnc2)SC(=S)N1c1ccccc1	29	-4
COc1ccc(CCNCCC(=O)Nc2c(C)cc(C)cc2C)cc1OC	0	6
CCCNC(=O)OCC12CC3CC(CC(C3)C1)C2	-2	-8

5 compounds drawn at random from the list so far, as already listed:
SMILES	Mac1 fbg enh	CD11b adhes inh
COCCNC(=O)/C(C#N)=C/c1cccc(NC(=O)c2ccccc2Cl)c1	2	12
CC(CC1CC(C)(C)OC1=O)C(=O)Nc1ccc([N+](=O)[O-])cc1 (centres undefined)	1	-8
Cc1ccccc1C(=O)N[C@H](C(=O)Nc1ccc(Cl)c(Cl)c1)C(C)C	6	44
CC(C)=CC[N+]1(C)CCCCC1	3	-5
COc1ccccc1NC(=O)c1ccc(COc2ccc3c(c2)CCC3)cc1	18	-13

Complete entries from above. Order of values: Mac1 fbg enh | CD11b adhes inh
O=C1/C(=C/c2cccnc2)SC(=S)N1c1ccccc1 reads 29 | -4
O=C(CN1CCN(c2ccccc2)CC1)Nc1ccccc1Sc1ccccc1 reads 3 | 28
COc1ccc(C2CC(c3ccc(Br)cc3)=NN2C(=O)c2cccnc2)cc1 (centres undefined) reads 5 | 4
O=C(NCC1CCCO1)C(c1cccs1)N(Cc1ccccc1)C(=O)c1ccc(-c2ccccc2)[nH]1 (centres undefined) reads 1 | 16
COc1ccc([N+](=O)[O-])cc1NC(=O)C(C)Sc1ccccc1 (centres undefined) reads 0 | -18

(further entries)
SMILES	Mac1 fbg enh	CD11b adhes inh
CCCNNC(=O)C(O)(c1ccccc1)c1ccccc1	-3	10
COc1ccc(C(CC(=O)Nc2cc([N+](=O)[O-])ccc2OC)c2ccccc2)cc1 (centres undefined)	-3	10
Nc1c(C(=O)c2ccc(Cl)cc2)sc2nc3c(cc12)CCC3	-5	-4
COc1ccc(CCN=C(N)NS(=O)(=O)c2ccc(C)cc2)cc1	7	-2
C=CCOc1ccc(/C=N/N2C(=O)C(CC(=O)Nc3ccc(F)cc3F)SC2=NC)cc1 (centres undefined)	4	30
COc1ccc(S(=O)(=O)N(C(C)=O)c2ccc(OC(C)=O)c3ccccc23)cc1[N+](=O)[O-]	1	3
CSc1ncc(Cl)c(C(=O)Nc2cccc(C)c2)n1	-4	-6
CCc1ccccc1NC(=O)CN(C)C(=O)CSc1nnc(Nc2ccc(C)cc2)s1	0	-14
CCCOc1ccc(-c2nn(-c3ccccc3)cc2/C=C2\SC(N)=NC2=O)cc1C	52	-23
CCSc1nc(-c2ccccc2)c2cc(Cl)ccc2n1	3	9
CC(=O)Oc1ccc2c(c1)Oc1cc(OC(C)=O)ccc1C21OC(=O)c2ccccc21	-2	40
O=C(N/N=C/c1cccs1)c1ccc(NC(=O)c2ccccc2Cl)cc1	0	-7
COc1ccc(NC(=O)CN(C)C2CCCCC2)c([N+](=O)[O-])c1	-3	5
